APOBEC3A inh: inhibitors of human APOBEC3A DNA deaminase; recombinant A3A, FAM/TAMRA ssDNA deamination fluorescence; inhibition, % at 20 µM; 330,000 compounds, 0.41% hits;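 active means at least 40% inhibition at 20 µM here, with at most 30% in a related deaminase screen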;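 further: plate controls were A3A with DMSO for no effect and wells lacking A3A enzyme for full effect; some results filed as inactive read as strong as hits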
Target sequence (P31941 whole entry, looked up): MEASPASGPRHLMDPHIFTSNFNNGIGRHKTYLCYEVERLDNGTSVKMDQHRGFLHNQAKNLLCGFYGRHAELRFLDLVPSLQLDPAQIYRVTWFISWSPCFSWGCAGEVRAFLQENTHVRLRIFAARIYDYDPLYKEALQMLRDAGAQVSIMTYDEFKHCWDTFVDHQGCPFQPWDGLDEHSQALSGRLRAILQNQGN
hIAP activ: human IAP activation; P09923; purified human IAP, CDP-Star luminescence, 30 min; active compounds read high; 1 = vehicle-only enzyme, 0 = enzyme-free background; activation factor at 10 µM; 330,000 compounds, 0.16% hits;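 active means activation factor of the enzyme at least 2-fold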; further: the source names both 10 and 20 µM as test concentration; values of inactives mirror those of a sister screen read the other way
Target sequence (P09923 whole entry, looked up): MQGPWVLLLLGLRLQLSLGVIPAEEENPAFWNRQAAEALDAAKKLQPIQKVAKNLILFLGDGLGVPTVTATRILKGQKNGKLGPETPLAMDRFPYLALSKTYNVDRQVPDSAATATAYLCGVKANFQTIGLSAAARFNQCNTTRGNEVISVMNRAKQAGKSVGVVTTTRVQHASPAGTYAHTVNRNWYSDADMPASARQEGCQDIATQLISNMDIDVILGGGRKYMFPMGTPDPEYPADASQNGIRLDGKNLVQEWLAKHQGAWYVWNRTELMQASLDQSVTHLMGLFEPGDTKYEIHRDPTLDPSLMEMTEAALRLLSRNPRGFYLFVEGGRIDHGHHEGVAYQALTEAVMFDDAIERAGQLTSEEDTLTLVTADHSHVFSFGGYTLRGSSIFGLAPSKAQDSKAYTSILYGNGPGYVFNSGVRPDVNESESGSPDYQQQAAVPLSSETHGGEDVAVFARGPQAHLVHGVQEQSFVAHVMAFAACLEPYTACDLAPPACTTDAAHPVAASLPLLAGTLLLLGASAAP
hIAP inh: human IAP inhibition. P09923. inhibition, % at 10 µM. purified IAP, CDP-Star luminescence, 30 min. AID 2544. 330,000 compounds, 0.12% hits;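 active means inhibition reaching a set limit with compound at 10 µM in the primary screen, cut at about 35% in these data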;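 further: plate controls were DMSO wells with enzyme for no effect and no-enzyme buffer wells for full effect; values of inactives mirror those of a sister screen read the other way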
ATG4B inhibitor: inhibitors of human ATG4B cysteine protease; inhibition, % at 8.33 µM; Q9Y4P1; ATG4B cleavage of LC3-PLA2, NBD-HPC fluorescence, 1 h; 340,000 compounds, 0.51% hits; in the data active means inhibition above about 40%
PfGluPho inh: PfG6PD (Plasmodium falciparum) enzyme inhibition | AID 504690 | PfGluPho enzyme, NADPH resazurin-diaphorase fluorescence | inhibition, % at 20 µM | 350,000 compounds, 0.78% hits;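 active means inhibition reaching at least a set limit at 20 µM in the primary screen, cut at about 59% in these data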;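 further: 0% = DMSO wells with substrate and 100% = DMSO wells lacking glucose-6-phosphate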
mIAP inh: blocks mouse intestinal alkaline phosphatase; inhibition, % at 10 µM; AID 2806; 330,000 compounds, 0.2% hits; purified mouse IAP, CDP-Star luminescence, 30 min;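 active means inhibition of at least 40% at 10 µM in the primary screen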;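 further: plate controls were DMSO with enzyme for no effect and no enzyme wells for full effect; values of inactives mirror those of a sister screen read the other way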
HKDC1 inh: HKDC1 (human) hexokinase inhibition; Q2TB90; recombinant HKDC1, G6PDH/diaphorase resazurin coupled fluorescence; inhibition, % at 20 µM; 340,000 compounds, 0.16% hits; AID 493160;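 active means inhibition above about 35% when tested at 20 µM, limit read from the data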;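 further: plate controls were DMSO wells with enzyme for no effect and DMSO wells lacking enzyme for full effect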
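Assay system: in-house recombinant HK5 (HKDC1) enzyme. Input: HKDC1 at 5 µg/mL. Medium: Tris pH 8.0 buffer with MgCl2, Tween-20, BSA, BME. Dosing: single 20 µM dose. Schedule: 90 min reaction incubation at room temperature, dark. Signal: resazurin-to-resorufin fluorescence via G6PDH and diaphorase coupling, 525/613 nm. Controls: DMSO-enzyme wells negative, buffer-substituted wells positive.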
mIAP act: increases mouse intestinal alkaline phosphatase activity; muIAP, CDP-Star luminescence, 30 min; active compounds read high; 1 = vehicle-only enzyme signal, 0 = enzyme-free wells; 330,000 compounds, 0.24% hits; activation factor at 10 µM;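 active means activation factor of at least 2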; further: the source names both 10 and 20 µM as test concentration; values of inactives mirror those of a sister screen read the other way
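Assay system: mouse IAP enzyme / Compound: DMSO-dissolved test compounds / Timing: 30 min, room temperature / Measured by: luminescence from enzymatic CDP-Star hydrolysis / Control set: DMSO-only wells, enzyme-free buffer wells as negative control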
Numbers without * were called inactive; . = not tested or not shown; & = joins results of further samples.

SMILES | APOBEC3A inh | hIAP activ | hIAP inh | ATG4B inhibitor | PfGluPho inh | mIAP inh | HKDC1 inh | mIAP act
CN(C)S(=O)(=O)N1CCc2ccc(NC(=O)C3CCCO3)cc2C1 (stereo not given) | -3.2 | 1.02 | -1.7 | 12.0 | -0.9 | 0.5 | -2.4 | 0.995
COc1cc(CC(=O)NCCc2ccc(OCc3ccccc3)cc2)c([N+](=O)[O-])cc1OC | 1.4 | 1.09 | -8.9 | 0.1 | -5.5 | -6.3 | -3.4 | 1.06
CC1Cc2cc(S(=O)(=O)N3CCN(c4ccccc4F)CC3)ccc2N1C(=O)C1CC1 (stereo not given) | -1.0 | 0.898 | 10.2 | 17.1 | -1.9 | 5.4 | -1.7 | 0.946
O=C1c2ccccc2C(Nc2ccc3c(c2)OCCO3)N1c1ccc(Cl)cn1 (stereo not given) | -1.1 | 0.982 | 1.8 | -2.0 | 36.6 | 7.8 | 5.5 | 0.922
C=CCC1(CC=C)CCCN1C(=O)CC1C(=O)NCCN1Cc1cc(OC)cc(OC)c1 (stereo not given) | 2.8 | 0.971 | 2.9 | 11.1 | 1.2 | 6.1 | 0.1 | 0.939
Cc1ccc(S(=O)(=O)N(CC(=O)NCC2CCCO2)c2cccc([N+](=O)[O-])c2)cc1 (stereo not given) | 2.5 | 0.985 | 1.5 | -5.4 | 21.9 | 4.8 | -6.0 | 0.952
Cc1ccc(S(=O)(=O)Nc2cccc(C(=O)N3CCOCC3)c2)c(C)c1NS(C)(=O)=O | -0.8 | 0.976 | 2.4 | 9.3 | -4.2 | -2.3 | -5.0 | 1.02
Cc1ccc(C(=O)Nc2ccc3c(c2)CCC3)cc1 | -0.8 | 0.977 | 2.3 | -2.9 | 48.7 | 1.1 | -4.3 | 0.989
COc1ccc2c(c1OC)C(=O)OC2CC(=O)c1ccc(O)c(O)c1 (stereo not given) | 12.2 | 1.01 | -1.2 | 3.4 | -21.2 | 34.9 | 8.2 | 0.651
COc1ccc(NC(=O)CCOc2ccc(C)cc2)cc1S(=O)(=O)N1CCCCC1 | 19.6 | 1.08 | -7.9 | -5.9 | 3.1 | -21.0 | 3.4 | 1.21
COc1ccc(-c2noc(C3CCCN(C(=O)Nc4ccccc4)C3)n2)cc1 (stereo not given) | -3.5 | 0.982 | 1.8 | -4.4 | 7.2 | -3.1 | -10.3 | 1.03
O=C(NCc1ccc(Cl)cc1)NCc1ccc(Cl)cc1 | 1.8 | 0.925 | 7.4 | 13.4 | -8.9 | -8.7 | -2.5 | 1.09
O=C(/C=C/c1ccc(Cl)cc1Cl)NCc1ccco1 | 2.5 | 1.06 | -6.0 | 13.6 | 36.1 | 5.1 | -2.3 | 0.949
CCCCN(C)C(=O)C1CCC(CNS(=O)(=O)c2ccc3c(c2)CC(C)N3C(=O)C2CC2)CC1 (stereo not given) | -2.8 | 1.14 | -13.9 | -1.3 | 7.4 | 1.8 | -1.1 | 0.982
CS(=O)(=O)Nc1ccc(C2=NN(C(=O)c3ccco3)C(c3ccc(F)cc3)C2)cc1 (stereo not given) | -0.2 | 1.03 | -3.3 | -16.1 | 17.6 | -3.7 | -7.2 | 1.04
S=C(NCc1ccccc1)Nc1nccs1 | 12.2 | 0.999 | 0.1 | 9.2 | 16.8 | 2.0 | -3.2 | 0.98
Cc1nnc(C)n1/N=C/c1cc(Br)ccc1O | -16.2 | 1.13 | -13.0 | -8.6 | 11.6 | 4.2 | -1.4 | 0.958
O=C1C2CC=CCC2C(=O)N1c1n[nH]c(-c2ccccc2)n1 (stereo not given) | -2.8 | 0.08 | 92.0* | -3.8 | -0.1 | 2.5 | -3.6 | 0.975
CC(/C=C/c1ccc(N(C)C)cc1)=N\N=C(/N)SC1CC(=O)N(c2ccc(C(=O)O)cc2)C1=O (stereo not given) | -6.1 | 1.14 | -14.1 | 1.4 | -22.4 | 6.2 | -7.6 | 0.938
COc1ccc(Nc2c3c(nc4ccc(C)cc24)CCC3)cc1 | -1.4 | 1.07 | -6.7 | 36.5 | 3.2 | 5.0 | -4.3 | 0.95

Only HKDC1 inh, hIAP activ and hIAP inh, for some of the entries so far:
Structure | HKDC1 inh | hIAP activ | hIAP inh
Cc1ccc(S(=O)(=O)Nc2cccc(C(=O)N3CCOCC3)c2)c(C)c1NS(C)(=O)=O | -5.0 | 0.976 | 2.4
CN(C)S(=O)(=O)N1CCc2ccc(NC(=O)C3CCCO3)cc2C1 (stereo not given) | -2.4 | 1.02 | -1.7

(list continues)
SMILES | APOBEC3A inh | hIAP activ | hIAP inh | ATG4B inhibitor | PfGluPho inh | mIAP inh | HKDC1 inh | mIAP act
O=C(NN=C1CCCC1)C(=O)Nc1cccc(C(F)(F)F)c1 | -1.3 | 1.21 | -20.7 | -8.0 | -1.8 | -4.1 | -3.3 | 1.04
COc1ccccc1NC(=O)CNC(=O)CC12CC3CC(CC(C3)C1)C2 | -3.1 | 1.02 | -1.9 | 0.9 | -8.8 | 0.1 | -1.7 | 0.999
COc1ccc(Cl)cc1C(=O)OCC(=O)Nc1cccnc1Cl | 2.2 | 1.08 | -8.1 | -4.5 | -3.0 | 5.7 | -1.5 | 0.943
Cc1ccc(/C=C/C(=O)NC(=S)Nc2ccc(S(=O)(=O)Nc3cc(C)on3)cc2)cc1 | -2.1 | 0.879 | 12.1 | -9.0 | 5.4 | 6.2 | 1.3 | 0.938
COc1ccc(Br)c(C(=O)OCC(=O)N2CCC(Cc3ccccc3)CC2)c1 | -2.8 | 1.05 | -5.4 | 6.1 | -10.7 | 11.4 | 1.4 | 0.886
COc1ccc(N2CCN(C(=O)c3ccc(NC(=O)C4=CSCCO4)cc3)CC2)cc1 | -4.9 | 1.03 | -3.5 | -1.1 | -3.1 | -0.4 | -5.8 | 1
CCc1nnc(NC(=O)CCC(=O)N2CCN(S(=O)(=O)c3ccc(OC)cc3)CC2)s1 | 0.1 | 0.944 | 5.6 | 7.5 | 2.5 | 3.8 | -5.5 | 0.962
CC(C)CC(C(=O)NC1CCCC1)N(Cc1cccs1)C(=O)c1snc(C(N)=O)c1N (stereo not given) | -2.9 | 0.906 | 9.4 | -6.7 | 6.0 | 0.2 | 0.2 | 0.998
CCOc1ccc(CCNC(=O)CSCC(=O)Nc2ccc(OC)cc2)cc1OCC | 1.5 | 1.03 | -3.3 | -4.8 | -14.1 | -16.6 | 6.1 | 1.17
COC(=O)Cn1c(=O)c2c(nc3n2CC(C)CN3Cc2ccccc2)n(C)c1=O (stereo not given) | -7.5 | 1.27 | -27.1 | -5.0 | 8.3 | -3.9 | -5.7 | 1.04
CCOC(=O)c1ccc(C(=O)NNC(=O)C2C3C=CC(C3)C2C(=O)O)cc1 (stereo not given) | -6.6 | 0.806 | 19.4 | 0.5 | -9.6 | 5.8 | -4.3 | 0.942
Cc1ccc2c(c1)c1c3n2CCN(CC(O)CNC(C)C)C3CCC1 (stereo not given) | 4.0 | 1.16 | -15.6 | -0.9 | -4.7 | 1.3 | -1.5 | 0.987
COc1ccccc1N1N=C(c2ccc([N+](=O)[O-])cc2)CC1c1ccccc1 (stereo not given) | -2.6 | 0.705 | 29.5 | 3.5 | 20.1 | 6.5 | 7.4 | 0.935
O=C(Nc1nc(-c2ccccn2)cs1)C1CC1 | -5.1 | 1.19 | -18.6 | 1.5 | 5.1 | -1.6 | 2.9 | 1.02
CS(=O)(=O)N(Cc1ccc(C(=O)NC2CCCC2)cc1)c1ccccc1 | -3.4 | 1.03 | -2.9 | -4.0 | 0.6 | 1.7 | -11.4 | 0.983
Cc1ccc(C2c3c(C)nn(-c4ccc([N+](=O)[O-])cc4)c3N=C3C(=O)Nc4ccccc4N32)cc1 (stereo not given) | -0.5 | 0.746 | 25.4 | . | . | 15.8 | . | 0.842
COc1cc(OC)cc(C(=O)OCC(=O)Nc2sccc2C(N)=O)c1 | 11.5 | 0.936 | 6.4 | -20.2 | 4.3 | -6.1 | -8.4 | 1.06
Fc1cccc(Cl)c1/C=N/n1c(-c2cccnc2)n[nH]c1=S | -3.2 | 0.977 | 2.3 | -1.1 | 40.0 | 1.8 | -7.8 | 0.982
CCN(CC)C(=O)c1cnn(-c2ccccc2)c1NC(=O)c1ccccc1F | 1.4 | 0.95 | 5.0 | -9.2 | -2.8 | -0.7 | -4.6 | 1.01
CCCc1cc(=O)[nH]c(SCC(=O)N(C)Cc2ccccc2)n1 | -3.4 | 0.892 | 10.8 | -12.5 | -4.4 | 9.3 | -4.7 | 0.907
CCOC(=O)N1CCC(Nc2c(NCCCN(CC)Cc3ccccc3)c(=O)c2=O)CC1 | -0.4 | 1.04 | -3.8 | -6.5&-11.4 | -12.9&-1.3 | -10.7 | -5.6&-7.0 | 1.11
Cc1nc2ncnn2c(N2CCN(C(c3ccccc3)c3ccccc3)CC2)c1C | -1.2 | 1.06 | -5.8 | 30.2 | -7.6 | -0.1 | -5.6 | 1
O=C(CN1C(=O)c2cccnc2C1=O)c1ccccc1 | 0.5 | 0.79 | 21.0 | -9.5 | -10.2 | 11.7 | -3.4 | 0.883
Cc1ccc(NC(=O)Cn2c(C)csc2=O)cc1 | 0.1 | 0.996 | 0.4 | -1.2 | 3.3 | -0.2 | 0.6 | 1
CCOc1ccc(S(=O)(=O)Nc2cc(S(=O)(=O)N(CC)CC)ccc2N2CCCC2)cc1 | 4.2 | 0.944 | 5.6 | 27.3 | -1.5 | -3.5 | 1.4 | 1.03
Cc1ccn2c(CNCCCn3cccn3)c(C(=O)N3CCCCCC3)nc2c1 | 4.8 | 1.2 | -19.6 | -2.8 | -5.8 | 11.0 | -4.1 | 0.89
O=S(=O)(c1ccccc1F)N1CCN(c2nc3ccccc3s2)CC1 | -0.6 | 1 | -0.3 | -0.3 | 1.3 | 1.5 | 13.3 | 0.985
CCCCN(C)CCCNC(=O)c1cc(-c2cccnc2)nc2ccccc12 | -3.6 | 0.83 | 17.0 | -15.2 | 4.9 | 7.0 | -4.0 | 0.93
CCCc1nc2ccccc2c(C(=O)OCC(=O)NCc2ccc3c(c2)OCO3)c1CC | 3.7 | 0.856 | 14.4 | -2.4 | 6.7 | 1.8 | 0.7 | 0.982
CC(C)CN(Cc1cc(=O)oc2cc3c(cc12)CCCC3)CC(C)C | 2.4 | 0.986 | 1.4 | -1.6 | 8.5 | 8.9 | -0.8 | 0.911
CCCCCCC(=O)Nc1nc(C)c(-c2csc(Nc3ccccc3OC)n2)s1 | -3.4 | 1.13 | -13.3 | -5.4 | 26.8 | 24.6 | -1.6 | 0.754
CCOC(=O)CSc1nnc(NC(=O)c2cccc([N+](=O)[O-])c2)s1 | -2.2 | 1.06 | -6.1 | -1.9 | 80.3* | -4.9 | 11.6 | 1.05
O=C(COc1ccc(Br)cc1Br)NNC(=O)c1cccs1 | -5.0 | 1.57 | -56.9 | -2.4 | -27.9 | 6.3 | -5.0 | 0.937
CCOc1cccc(NC(=O)Cn2nc(-c3ccc4c(c3)OCCO4)ccc2=O)c1 | 1.6 | 0.95 | 5.0 | 4.7 | -11.4 | -6.4 | -4.6 | 1.06

Single records, from the list above. Values in the order: APOBEC3A inh	hIAP activ	hIAP inh	ATG4B inhibitor	PfGluPho inh	mIAP inh	HKDC1 inh	mIAP act
CCCCCCC(=O)Nc1nc(C)c(-c2csc(Nc3ccccc3OC)n2)s1 as listed: -3.4	1.13	-13.3	-5.4	26.8	24.6	-1.6	0.754
Cc1nc2ncnn2c(N2CCN(C(c3ccccc3)c3ccccc3)CC2)c1C as listed: -1.2	1.06	-5.8	30.2	-7.6	-0.1	-5.6	1
CCOc1cccc(NC(=O)Cn2nc(-c3ccc4c(c3)OCCO4)ccc2=O)c1 as listed: 1.6	0.95	5.0	4.7	-11.4	-6.4	-4.6	1.06
